# Epigenetic reg: epigenetic control regulation, reporter derepression. murine LDR cells, GFP reporter derepression, 30 h. Potency, µM (highest dose often 53.9 µM), for the others: top-dose GFP activation, most hits filed as activators. hit rate 0.2% among 280,000. AID 1865; further: % of control where 0% means no effect; nearly all actives have a fitted effect of over 60% in size
#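 GFP-positive cell count by laser-scanning cytometry (objects 20–120 um) after 30 h, 37 C compound exposure of murine LDR cells; reporter is CMV-GFP integrated at a silenced locus, inducible by HDAC or DNMT inhibitors.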
# RECQ1 helicase: RECQ1 (human) helicase inhibition; P46063; RECQ1 DNA unwinding, red fluorescence kinetic read; Potency, µM (top dose mostly 57.3 µM), inactives show at the highest dose activity, negative = inhibition, most hits filed as inhibitors; hit rate 0.54% among 240,000; AID 2549;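 further: plate controls were vehicle for no effect and no enzyme for full effect; nearly all actives have a fitted effect of over 30% in size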
#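 RECQ1T1 50 nM; forked duplex (20 bp + 30-nt ss tails) 200 nM, ATP 2 mM final; pH 8.0, 2 mM MgCl2, 2.5 ug/ml poly(dI-dC); 15 min compound preincubation; discontinuous kinetic read over 2 h at RT.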
# RGS12 GoLoco inh: inhibitors of human Gai1-RGS12 GoLoco interaction (red fluorophore) | P63096 | Gai1:RGS12 GoLoco peptide FP, rhodamine, 10 min | Potency, µM (doses to about 61.6 µM), inactives show at the top dose activity, negative = inhibition, hits mostly inhibitors | hit rate 0.44% among 230,000 | AID 880; active means well fitted inhibition curve with a large enough effect, not every such curve was filed as active; inactive means no such curve, though single readings can be large or run the other way; further: on the % scale 0 is the no-effect control and ±100 the full control effect; nearly all actives have a fitted effect of over 30% in size; many of its hits are not listed in these tables
# Target sequence (P63096 whole entry, looked up): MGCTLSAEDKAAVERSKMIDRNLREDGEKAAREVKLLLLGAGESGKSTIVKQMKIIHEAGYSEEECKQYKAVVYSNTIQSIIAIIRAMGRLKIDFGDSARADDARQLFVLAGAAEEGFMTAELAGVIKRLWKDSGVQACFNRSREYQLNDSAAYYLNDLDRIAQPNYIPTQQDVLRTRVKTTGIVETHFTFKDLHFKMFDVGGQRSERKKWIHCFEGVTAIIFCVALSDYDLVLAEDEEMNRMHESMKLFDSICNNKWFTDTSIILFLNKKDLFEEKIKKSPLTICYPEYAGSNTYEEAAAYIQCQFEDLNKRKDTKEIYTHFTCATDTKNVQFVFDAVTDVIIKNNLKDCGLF
# SMN2 splice up: increases expression of the SMN2 splice variant; HEK293 SMN2-luciferase splicing reporter, luminescence, 30-36 h; Potency, µM (doses to about 46.1 µM), for the others: top-dose activity change, positive = activation, hits mostly activators; hit rate 2.8% among 210,000; AID 1458; further: % of control where 0% means no effect; nearly all actives have a fitted effect of over 55% in size
#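 HEK293 cells carry an SMN2 […]–luciferase reporter in which exon 7 inclusion puts luciferase in frame. Cells were plated 10-12 h before compound addition, then incubated 30-36 h at 37C. ONE-Glo luminescence was read; sodium butyrate at 4.5 mM final served as control.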
# IMPase Li cell: IMPase inhibition in cells with lithium potentiation | CHO-M1 cells, IP1 TR-FRET (IP-One), carbachol + lithium | AID 1457 | Potency, µM (doses to about 59.4 µM), without a hit: at the highest dose activity, negative = IMPase inhibition, hits mostly inhibitors | hit rate 0.35% among 210,000;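 further: IP1 builds up when IMPase is blocked and the TR-FRET signal falls; plate controls were basal vehicle for no effect and high inhibitor control for full effect; nearly all actives have a fitted effect of over 50% in size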
#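 IP1 accumulation measured by competitive TR-FRET in lysed CHO-M1 cells after 30 min compound exposure at 37C, with a small lithium addition to potentiate weak responses. Hill-equation AC50 from ratio and donor-channel data.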
# NPSR antagonist: neuropeptide S receptor (human) antagonism, cAMP; Q6W5P4; CHO-NPSR cells, cAMP TR-FRET, antagonist mode; Potency, µM (series often up to 38.3 µM), for the others: at the highest dose activity change, negative = inhibition, usual class: inhibitors; hit rate 1% among 220,000; AID 1461; further: on the % scale 0 is the no-effect control and ±100 the full control effect; nearly all actives have a fitted effect of over 50% in size; many of its hits are not listed in these tables
# Target sequence (Q6W5P4 whole entry, looked up): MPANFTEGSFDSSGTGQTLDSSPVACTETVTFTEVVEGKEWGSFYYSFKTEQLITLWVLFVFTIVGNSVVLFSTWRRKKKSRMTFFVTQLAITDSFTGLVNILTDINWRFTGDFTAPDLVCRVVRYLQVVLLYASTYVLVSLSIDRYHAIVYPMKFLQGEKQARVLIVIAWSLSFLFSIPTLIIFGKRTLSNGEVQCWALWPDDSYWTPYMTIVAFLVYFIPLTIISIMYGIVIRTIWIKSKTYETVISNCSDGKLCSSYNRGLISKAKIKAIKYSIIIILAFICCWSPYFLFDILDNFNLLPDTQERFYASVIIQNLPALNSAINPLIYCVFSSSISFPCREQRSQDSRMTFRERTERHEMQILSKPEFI
# KinaseGlo FLuc: Kinase-Glo luciferase inhibition (counter-screen); AID 1379; hit rate 0.28% among 200,000; Q27757; Kinase-Glo luciferase, ATP luminescence, 8 min; Potency, µM (top dose mostly 38.3 µM), without a hit: top-dose activity change, negative = inhibition, actives largely listed as inhibitors; further: on the % scale 0 is the no-effect control and ±100 the full control effect; nearly all actives have a fitted effect of over 60% in size
#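 Recombinant Kinase-Glo luciferase, 10 uM ATP (linear range), luciferin; imidazole pH 7.2 / KCl / MgCl2 / Tween / BSA buffer; 8 min RT; luminescence.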
# KDM4E inh: JMJD2E (human) inhibition; B2RXH2; JMJD2E catalytic domain, FDH-coupled NADH fluorescence (FDH is formaldehyde dehydrogenase); Potency, µM (top dose mostly 57.1 µM), inactives show top-dose activity change, negative = inhibition, usual class: inhibitors; hit rate 1.6% among 230,000; active means well fitted inhibition curve with a large enough effect, not every such curve was filed as active; inconclusive means small, poorly fitted or top-dose-only effect, or another doubt; inactive means no such curve, though single readings can be large or run the other way;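 further: 0% = wells with enzyme and -100% = buffer wells without enzyme; nearly all actives have a fitted effect of over 50% in size; many of its hits are not listed in these tables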
# Active calls of the source: *; i = inactive; ? = inconclusive; / = no result given; & = joins results of further samples; [ ] = another dose, or the depositor's remark. Unless noted, the call rests on the fitted dose curve; in most records, active means well fitted curve in the direction sought with a large enough effect; inconclusive means small, poorly fitted or top-dose-only effect, or another doubt; inactive means no such curve, though single readings can be large; an effect the other way counts as inactive or inconclusive. Potency means the concentration at half of the fitted maximal effect. These rows are one share of the data; the hit share may differ from the screen's.
SMILES,Epigenetic reg,RECQ1 helicase,RGS12 GoLoco inh,SMN2 splice up,IMPase Li cell,NPSR antagonist,KinaseGlo FLuc,KDM4E inh
CCOC(=O)c1nc(Nc2cccc(C)c2)c2ccccc2n1,-2.2%&1.7%,-3.9%,6.7%,-19.7%,7.5%,-8.2%,2.1%,-9.0%
O=c1[nH]c2ccccc2s1,0.0%,-4.9%,-10.0%,-5.4%,2.9%,4.5%,-2.3%,-1.3%
COc1cc(/C=N/OCC(=O)NC23CC4CC(CC(C4)C2)C3)ccc1OCc1ccccc1,0.1%,-0.4%,/,/,/,?,/,11.6%
Cc1cc(C)n(C(=O)CCN2C(=O)c3ccccc3C2=O)n1,-1.8%,-4.3%,-8.0%,20.2%,-27.1%[38.3 µM],-14.2%[46.1 µM],-4.1%,4.4%
O=C(CCS(=O)(=O)c1ccc(Br)s1)NCc1ccc2c(c1)OCO2,-1.5%,-4.9%,-0.9%,-10.4%,0.8%[38.3 µM],-4.2%[46.1 µM],-0.6%,2.8%
CCCCCCCCCCCCOCCOCCOCCOCCO,-0.9%,4.0%&-0.6%,3.6%,/,4.2%,/,-2.5%[39.9 µM],/
COc1ccnc(-n2cccc2C#N)c1C#N,-1.2%,i,4.1%,/,5.9%,-8.5%,/,1.0%
COC(=O)c1cc(Br)c(=O)n(CCN2CCOCC2)c1,5.4%,-0.4%,2.5%,?,11.9%[38.3 µM],4.7%[46.1 µM],0.1%,-3.4%
CCCCC(=O)NC1(C(F)(F)F)C(=O)N(CC(C)C)C2=C1C(=O)CC(C)(C)C2 (stereo not given),-1.2%,-4.8%,3.7%,-13.4%,0.7%[38.3 µM],3.6%[46.1 µM],-3.0%,-0.6%
COc1cccc(N=Nc2c(=O)[nH]n3c(C)cc(C)nc23)c1,-1.0%,-7.1%,2.6%,23.7%,18.0%,-35.5%,6.2%,-9.2%
CCn1cc(C(=O)N2CCCc3ccccc32)c2cc(OC)c(OC)cc2c1=O,-2.7%,-10.9%,7.7%,-10.9%,-2.3%[38.3 µM],-16.5%[46.1 µM],4.3%,?
O=C1C=CC(=O)N1Nc1ccc(Br)cc1,-1.0%,-10.1%,-0.9%,29.0%,1.3%,5.0%,-2.6%,9.3%
N#Cc1ccccc1OCC(=O)OCC(=O)N1CCN(C(=O)c2ccco2)CC1,0.4%,-14.5%,5.2%,12.6%,-6.1%,-5.8%,1.6%,1.4%
Fc1ccc2nc(-c3ccccc3)nc(SCc3nnc(-c4ccccc4)o3)c2c1,-5.9%,i,6.5%,-17.6%,2.5%[38.3 µM],-7.5%[46.1 µM],2.4%,5.8%
O=C(/C=C/c1ccccc1)NC(NC(=S)Nc1cccc2cccnc12)C(Cl)(Cl)Cl (stereo not given),-0.8%,-27.3%,11.0%,/,2.3%,/,2.0%[39.9 µM],/
CCOC(=O)c1sc(NC(=O)CSc2nc3ccccc3s2)c(C(=O)OCC)c1C,-0.9%,-14.5%,27.0%,0.4%,2.4%,-26.7%,-2.3%,-3.4%
Cc1nc(-c2ccc(C(=O)N3CCOCC3)cc2)cs1,-2.5%,i,-11.3%,-2.3%,-3.5%[38.3 µM],4.9%[46.1 µM],-10.8%,6.1%
O=C(CSCc1c[nH]c(=O)[nH]c1=O)OCC(=O)c1ccc(Br)cc1,-4.4%,i,5.6%,6.2%,-1.1%,3.3%,0.0%,-9.9%
Cc1nnc(SC(C)C(=O)Nc2ccc(S(=O)(=O)NC3CCCCC3)cc2)s1 (stereo not given),0.0%,-2.1%,13.2%,-11.1%,4.5%,1.6%[46.1 µM],-2.8%,0.1%
O=C(NC12CC3CC(CC(C3)C1)C2)c1ccc(-c2ccccc2Cl)o1,-1.2%,0.3%,-0.3%,8.0%,21.3%[38.3 µM],?,-4.2%,-18.5%
CCOC(=O)c1ccc2nc(NC(=O)c3ccco3)sc2c1,-1.0%,2.1%,-6.8%,2.24µM*,5.6%,1.1%,-15.8%,?
Cc1onc(-c2ccccc2)c1CNC(=O)Nc1ccc(F)cc1F,6.1%,4.0%,87.9%[activator],/,/,10.6%,/,11.2%
Cc1nn(C)c(Oc2cccc(Cl)c2)c1C(=O)Nc1ccc(F)cc1F,-0.9%,i,5.0%,-28.7%,-12.7%[38.3 µM],-15.6%[46.1 µM],-2.7%,2.2%
CCOc1ccc(CCNC(=O)c2cc3sccc3n2CC)cc1OCC,0.0%&-0.7%,-2.8%,-1.3%,-10.8%&-41.2%,-10.4%[38.3 µM],27.3%[46.1 µM],-2.0%,0.9%
CCN(CC)c1ccc(/C=N/NC(=O)Cc2nnc(NC(=O)Nc3ccccc3)s2)cc1,5.3%,-10.6%,26.1%,-13.2%,-2.7%,-13.2%,1.5%,?
CCOC(=O)C1C(=O)C=C(/C=C/c2ccccc2)CC1c1ccc(Cl)cc1 (stereo not given),0.0%,-17.8%,5.9%,-0.6%,9.4%[38.3 µM],-21.8%[46.1 µM],-0.1%,-10.6%

# Looked up by compound from the list above (3):
SMILES,Epigenetic reg,RECQ1 helicase,RGS12 GoLoco inh,SMN2 splice up,IMPase Li cell,NPSR antagonist,KinaseGlo FLuc,KDM4E inh
O=C(/C=C/c1ccccc1)NC(NC(=S)Nc1cccc2cccnc12)C(Cl)(Cl)Cl (stereo not given),-0.8%,-27.3%,11.0%,/,2.3%,/,2.0%[39.9 µM],/
CCOC(=O)C1C(=O)C=C(/C=C/c2ccccc2)CC1c1ccc(Cl)cc1 (stereo not given),0.0%,-17.8%,5.9%,-0.6%,9.4%[38.3 µM],-21.8%[46.1 µM],-0.1%,-10.6%
CCOC(=O)c1ccc2nc(NC(=O)c3ccco3)sc2c1,-1.0%,2.1%,-6.8%,2.24µM*,5.6%,1.1%,-15.8%,?

# Rewritten with bars between the fields: two of the compounds above
Molecule | Epigenetic reg | RECQ1 helicase | RGS12 GoLoco inh | SMN2 splice up | IMPase Li cell | NPSR antagonist | KinaseGlo FLuc | KDM4E inh
Cc1nnc(SC(C)C(=O)Nc2ccc(S(=O)(=O)NC3CCCCC3)cc2)s1 (stereo not given) | 0.0% | -2.1% | 13.2% | -11.1% | 4.5% | 1.6%[46.1 µM] | -2.8% | 0.1%
O=C(NC12CC3CC(CC(C3)C1)C2)c1ccc(-c2ccccc2Cl)o1 | -1.2% | 0.3% | -0.3% | 8.0% | 21.3%[38.3 µM] | ? | -4.2% | -18.5%

# Of the compounds above, these have an aryl methoxy group.
SMILES,Epigenetic reg,RECQ1 helicase,RGS12 GoLoco inh,SMN2 splice up,IMPase Li cell,NPSR antagonist,KinaseGlo FLuc,KDM4E inh
COc1cc(/C=N/OCC(=O)NC23CC4CC(CC(C4)C2)C3)ccc1OCc1ccccc1,0.1%,-0.4%,/,/,/,?,/,11.6%
COc1ccnc(-n2cccc2C#N)c1C#N,-1.2%,i,4.1%,/,5.9%,-8.5%,/,1.0%
COc1cccc(N=Nc2c(=O)[nH]n3c(C)cc(C)nc23)c1,-1.0%,-7.1%,2.6%,23.7%,18.0%,-35.5%,6.2%,-9.2%
CCn1cc(C(=O)N2CCCc3ccccc32)c2cc(OC)c(OC)cc2c1=O,-2.7%,-10.9%,7.7%,-10.9%,-2.3%[38.3 µM],-16.5%[46.1 µM],4.3%,?

# Compound activity deposited in PubChem BioAssay by National Center for Advancing Translational Sciences (NCATS).
